High-throughput results as filed in PubChem BioAssay.
Pf gametocyte – inhibitors of late stage P. falciparum gametocyte viability; P. falciparum stage V gametocytes, ATP luminescence, 24 h; inhibition, % at 10.9 µM; 0.065% of 150,000 active; AID 743093;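 active = inhibition above the mean plus 3 SD of compounds within the control limits, set per campaign, cut at about 38% in these data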;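 note: 0% = DMSO wells and 100% = medium only without gametocytes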
Mcl1-Noxa inh – disrupts binding of human Mcl-1 to Noxa peptide; Q07820; TR-FRET Mcl-1/Noxa peptide binding, 2 h; inhibition, % at 21.7 µM; 1.5% of 220,000 active; AID 1022;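 active = compounds that cut the protein-peptide binding signal by more than 50% relative to plate controls in a single-dose test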;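 note: His-tagged Mcl-1 with rhodamine Noxa BH3 peptide and terbium anti-His antibody; 0% = Mcl-1 plus Noxa peptide wells and 100% = peptide-only wells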
Target sequence (Q07820 whole entry, looked up): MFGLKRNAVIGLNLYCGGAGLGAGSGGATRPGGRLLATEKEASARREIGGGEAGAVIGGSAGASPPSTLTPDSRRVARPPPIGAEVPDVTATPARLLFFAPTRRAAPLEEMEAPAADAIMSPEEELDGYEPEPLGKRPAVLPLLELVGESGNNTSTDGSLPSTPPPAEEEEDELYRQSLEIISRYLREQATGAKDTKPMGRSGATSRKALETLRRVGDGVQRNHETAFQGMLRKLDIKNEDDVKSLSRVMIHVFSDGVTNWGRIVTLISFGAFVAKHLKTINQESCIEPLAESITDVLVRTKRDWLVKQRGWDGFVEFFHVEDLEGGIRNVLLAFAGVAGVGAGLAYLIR
Mcl1 Bid PPI – Mcl-1/Bid interaction inhibition; Q07820; TR-FRET Mcl-1/Bid-Dy647 peptide binding, 1536-well; inhibition, % at 21.7 µM; 0.97% of 220,000 active;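 active = compounds that cut the binding signal by more than half at the single screening dose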;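 note: His-tagged Mcl-1 with europium anti-His antibody binding Bid BH3 peptide; 0% = Mcl-1 plus peptide wells and 100% = peptide-only wells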
* marks the source's active call; other numbers are inactive results; / = no result given. An excerpt (hit frequency here may not be typical).

SMILES	Pf gametocyte	Mcl1-Noxa inh	Mcl1 Bid PPI
COc1cccc(NC(=S)NC(=O)/C=C/c2ccco2)c1	6	/	/
Cc1ccc(OC(=O)CCC(=O)Nc2ccc(C(N)=O)cc2)cc1	-13	/	/
COc1cc(C2(c3ccc(O)c(OC)c3)C(=O)N(C)c3ccc(Br)cc32)ccc1O	-2	/	/
Cc1[nH]c2ccccc2c1CCNC(=O)c1ccc2nccnc2c1	0	/	/
O=C(Cn1ccc(NC(=O)OCc2ccccc2)nc1=O)NCC1CCCO1 (stereo unspecified)	-30	/	/
CCOC(=O)c1cnc2c(Cl)cc(Cl)cc2c1NCCCN1CCOCC1	-9	/	/
Cc1cccc(-c2nc(-c3ccncc3)no2)c1	-8	/	/
Cc1cccc(C)c1NC(=O)Cc1cccs1	5	/	/
O=C(Cc1ccccc1)Nc1ncccc1Cl	-16	/	/
O=C(OCCCc1cc2ccccc2c(=O)o1)c1ccco1	13	/	/
COC(=O)CC1(C(=O)OC)Oc2ccccc2C(=O)N1c1ccc(F)cc1F (stereo unspecified)	-18	/	/
COc1ccc([C@H]2CC(=O)C=C(c3cc4ccccc4c4ccccc34)C2)cc1	-19	/	/
Cc1ccc2c(c1)C(=O)C(=O)N2c1ccc(Cl)cc1	0	/	/
COc1ccc(-c2oc3ccc(-c4cc(OC)c(OC)c(OC)c4)cc3c2C#Cc2ccccn2)cc1	-2	/	/
COc1ccc(-c2oc3ccccc3c2C#Cc2cncn2C)cc1	27	/	/
COc1cc(NC(=O)CCN2CCN(C)CC2)cc(OC)c1	-13	/	/
COc1ccc(NC(=O)c2cc(=O)c3ccccc3o2)cc1Cl	-1	/	/
CC(C)(C)[C@@H]1CCC(=O)N(CC[C@H](Sc2ccc(Br)cc2)c2ccccc2)CC1	-7	/	/
Cc1ccc(Cl)cc1N(CC(=O)NCc1ccccc1)S(C)(=O)=O	0	/	/
O=c1[nH]c(-c2ccc(-c3cccc(Cl)c3)o2)nc2ccccc12	7	/	/
CCOC(=O)c1cnc(SSc2ncc(C(=O)OCC)c(N)n2)nc1N	-2	/	/
CSc1ccccc1NC(=O)C1CC(c2ccccc2Cl)=NO1 (stereo unspecified)	-6	/	/
CC1=NN(c2ccccc2)C(=O)/C1=C\N(O)c1ccccc1	-8	/	/
CC(=O)c1ccc(NC(=O)C2CC2c2ccccc2)cc1 (stereo unspecified)	-11	/	/

Entries of single compounds from above. Order of screens: Pf gametocyte	Mcl1-Noxa inh	Mcl1 Bid PPI
COc1ccc(-c2oc3ccccc3c2C#Cc2cncn2C)cc1 is listed as 27	/	/
COc1ccc(NC(=O)c2cc(=O)c3ccccc3o2)cc1Cl is listed as -1	/	/
CC(=O)c1ccc(NC(=O)C2CC2c2ccccc2)cc1 (stereo unspecified) is listed as -11	/	/

More compounds.
SMILES	Pf gametocyte	Mcl1-Noxa inh	Mcl1 Bid PPI
C=CC[C@H](CC(=O)N(CCO)Cc1ccccc1)C(=O)NCCOC(=O)[C@@H](CC=C)Cc1ccc(F)cc1	15	/	/
Cc1ccccc1OCC(=O)N1CCCCCCC1	-1	/	/
CCOc1cc(CN2CCCC(CO)(Cc3ccc(F)cc3F)C2)ccc1OC (stereo unspecified)	15	/	/
COc1cccc(NC(=O)C2C3C=CC(O3)C2C(=O)O)c1 (stereo unspecified)	-3	/	/
COc1ccc([C@H]2CC(=O)C=C(c3cc(Cl)ccc3OC)C2)cc1	-20	/	/
COc1ccc(CN2CCN(Cc3ccc(CO)o3)CC2CCO)cc1C (stereo unspecified)	-31	/	/
C[C@H](NC(=O)c1nc[nH]c1C(=O)NCC(=O)OC(C)(C)C)C(=O)OCc1ccccc1	14	/	/
Cc1cc(C)cc(N2C(=O)CC(c3ccccc3)CC2=O)c1	-2	/	/
Cc1ccc(Nc2nc(Cl)nc(NC(C)(C)C)n2)cc1	3	/	/
COc1ccc(CNC2CCCc3ccccc32)c(OC)c1 (stereo unspecified)	9	/	/
C[C@H](CO)N1C[C@H](C)[C@@H](CN(C)S(C)(=O)=O)Oc2c(NC(=O)c3ccncc3)cccc2C1=O	-9	/	/
CC(C)Cn1c(=O)c(C(=O)Nc2ccncc2)c(O)c2ccccc21	-14	/	/
O=[N+]([O-])c1ncc(Br)cc1Nc1ccccc1	-7	/	/
CN(C)c1ccc(-c2cc3ccccc3c(=O)o2)cc1	7	/	/
O=[N+]([O-])c1ccc(Oc2cc(NC3CCCCCCC3)c([N+](=O)[O-])cc2[N+](=O)[O-])cc1	-5	/	/
Cc1ccc(NC(=O)c2cccc(Oc3ccc([N+](=O)[O-])cc3)c2)c(C(=O)O)c1	18	/	/
O=S(=O)(Cc1ccccc1Cl)NCCc1ccc(F)cc1	13	/	/
CCc1ccccc1NC(=S)Nc1cc(OC)c(NC(=O)C(C)C)cc1OC	-24	/	/
CC[C@@]12C(=O)N(c3cccc(Br)c3)C(=O)N1[C@H](c1ccc(Br)cc1)[C@@H]1C(=O)N(C(C)(C)C)C(=O)[C@@H]12	-43	/	/
COC(=O)Cn1cnc2scc(-c3ccc(C)cc3)c2c1=O	13	/	/
O=C(O)C1C2CCC(O2)C1C(=O)Nc1ccc(OC(F)F)cc1 (stereo unspecified)	-26	/	/
Cc1ccccc1Cc1c(C)nc2c(C(=O)N3CCN(Cc4ccc5c(c4)OCO5)CC3)cnn2c1C	11	/	/
O=C(CN1CCN(c2cccc(C(F)(F)F)c2)CC1)NCc1ccccc1	-1	/	/
CCC(CO)Oc1cc(NC(=O)c2ccc([N+](=O)[O-])cc2)c2ncn(C(C)C)c2c1 (stereo unspecified)	-14	/	/
CC(NS(=O)(=O)c1ccccc1)C1CC2CCC1C2 (stereo unspecified)	-1	/	/
CCOC(=O)Cn1c(-c2ccc(OC)cc2)c(-c2ccc(OC)cc2)nnc1=O	-1	/	/
COC(=O)CNc1nc(Cl)nc(NC2CCCCC2)n1	5	/	/
O=[N+]([O-])c1ccc(O)c(CSc2nnnn2-c2ccccc2)c1	-10	/	/
CC(=O)C[C@H]1c2ccccc2S(=O)(=O)N1C1CCCC1	-4	/	/
O=c1[nH]c(=O)c2nc3ccccc3nc2[nH]1	-11	/	/
Cc1ccc(CNc2ccc3c(c2)nc(C)n3C)cc1	18	/	/
CC(C)CNS(=O)(=O)c1ccc(CCC(=O)NC2CCCCC2)cc1	16	/	/
COc1ccc2ccn(C)c2c1	3	/	/
CCOc1ccc(N(C(C)C(=O)N2CCOCC2)S(C)(=O)=O)cc1 (stereo unspecified)	-37	/	/
O=C(Nc1ccc(-n2cc(Br)cn2)cc1)c1ccncc1	8	/	/
CC(=O)c1ccc(S(=O)(=O)N2CCCc3ccccc32)cc1	-2	/	/
C=CCC1(C(=O)N(C)Cc2ccccc2)CCN(C(=O)OC(C)(C)C)CC1	-35	/	/
Cc1ccc(-n2ncc3c(=O)n(CC(N)=O)cnc32)cc1C	-5	/	/
COc1cccc(OCCn2cc(C=O)c3ccccc32)c1	7	/	/
O=C(Nc1ccc([N+](=O)[O-])c(NC(=O)c2cccnc2)c1)c1cccnc1	14	/	/
COc1cc(OC)cc(-c2c(-c3cccs3)c3cc(-c4ccc(N(C)C)nc4)ccc3n2C)c1	-8	/	/
C/C=C1\COC(C(=O)NCCCN2CCCC2=O)(C(F)(F)F)C=C1C=C(C)C (stereo unspecified)	6	/	/
c1ccc(-c2nnc(C3CC(c4ccncc4)=NO3)o2)cc1 (stereo unspecified)	1	/	/
CC(C)Cc1cc(C(=O)O)c2ccccc2n1	-10	/	/
O=C(Nc1ccccc1)O/N=C/c1ccc(F)cc1	13	/	/
COc1ccc(-c2csc3ncnc(Sc4nnnn4C)c23)cc1	-2	/	/
Cc1sc2ncnc(SCC(=O)c3ccc(O)cc3O)c2c1C	4	-57	3
Cc1ccc(OCC(=O)c2cc(C)n(Cc3ccco3)c2C)c([N+](=O)[O-])n1	18	9	-51
CC(C)[C@H](NC(=O)c1ccco1)C(=O)OCC(=O)Nc1ccc(Cl)c(S(=O)(=O)N(C)C)c1	11	8	-5
COc1ccc(C2(CNS(=O)(=O)c3ccc(C)cc3)CCOCC2)cc1	-9	-28	-22
Cc1ccc2c(CC(=O)NCCc3ccc(S(N)(=O)=O)cc3)coc2c1	17	9	-17
Clc1cccc(-c2nnc(-c3ccno3)o2)c1	-4	12	-17
COc1cccc(NC(=O)Nc2nnc(CC(=O)Nc3ccccc3)s2)c1	-23	0	-46
CCC1=Nc2cc(C(=O)NCc3cccnc3)ccc2Sc2ccc(C)cc21	7	9	-42
CCN(C(=O)COC(=O)c1c(C)c(-c2ccccc2)nc2ccccc12)C1CCS(=O)(=O)C1 (stereo unspecified)	-44	-18	-29
CCCCn1c(=O)[nH]c(=O)c2c1nc(-c1ccc(OCCC)c(OCC)c1)n2C	10	21	-14
CC(C)c1nc(SCC(=O)NC(=O)NC(C)(C)C)n[nH]1	8	-5	-38
CC(=O)Nc1ccc(NC(=O)C(C)OC(=O)/C=C/c2cnc3ccccc3n2)cc1 (stereo unspecified)	5	-1	-55
CN(C)c1ccc(S(=O)(=O)N2CCCCC2)cc1NC(=O)COc1ccccc1F	33	-2	-11
CCOc1ccc(-n2nnc3c(=O)n(CC(=O)NCc4ccco4)cnc32)cc1	-31	9	-66

(next part)
SMILES	Pf gametocyte	Mcl1-Noxa inh	Mcl1 Bid PPI
COc1ccc(-c2nnc(SCC(C)C)o2)cc1	-1	-23	-61
CNC(=O)/C(C#N)=C/c1cccc(Oc2ccccc2)c1	10	-9	-9
COc1ccc(NS(=O)(=O)c2cccc(NC(=O)CNC(C)=O)c2)cc1	-8	22	-7
COc1ccc(C2/C(=C(/O)c3ccc(C)cc3)C(=O)C(=O)N2c2ccccn2)cc1OC (stereo unspecified)	12	15	-95
O=C(CCn1cnc2ccccc21)N/N=C/C=C/c1ccccc1	12	12	-44
CC(C(=O)c1ccc(-c2ccccc2)cc1)[n+]1cccc(NC(=O)c2ccccc2)c1 (stereo unspecified)	-27	9	-7
COc1cc(Cl)ccc1NC(=S)N(CCN(C)C)C(C)c1ccncc1 (stereo unspecified)	14	8	-95
CN1C(=O)C2(NC(=O)c3ccccc3N2C)c2ccccc21 (stereo unspecified)	-12	-7	-28
CC1CCCN(C(=O)CN2CCC(c3nc4ccc(Cl)cc4[nH]3)CC2)C1 (stereo unspecified)	4	-3	-51
CCOC(=O)c1c(NC(=O)CSc2nnc(C)o2)sc(C)c1C	-23	-8	-14
Cn1c(=O)oc2cc(NC(=O)CCl)ccc21	13	4	-74
Cn1c2ccccc2c2cnn(CC(=O)N3CCCCC3)c(=O)c21	-19	-6	-43
O=C(O)/C=C/c1cn(Cc2ccccc2)nc1-c1cccnc1	9	-4	-23
O=C(c1ccc2nc(-c3ccccc3)c(-c3ccccc3)nc2c1)N1CCCCC1	-10	25	14
CCOC(=O)C1=NN(c2ccc(Cl)cc2)C(=O)C1	9	19	-96
COc1ccc(NC(=S)N/N=C/c2ccc(F)c(F)c2)cc1	-19	-34	-126
Cc1cccc2c1-c1sc(C(=O)NCCCN3CCc4ccccc4C3)cc1CO2	-11	11	-49
COC(=O)c1c(-c2ccccc2)c[nH]c1C	19	4	-93
CCN(CC)S(=O)(=O)c1ccc(N2CCOCC2)c(NC(=O)CCOc2ccccc2)c1	2	-2	17
O=C(c1cccs1)N1CCN=C1SCc1cccc(F)c1	0	4	-30
Cc1cccc(NC(=O)C2CCCN(S(=O)(=O)c3ccc4c(c3)oc(=O)n4C)C2)c1 (stereo unspecified)	-9	-5	-33
Cc1ccc(S(=O)(=O)NCC(=O)NCC(=O)OC(C(=O)NC(N)=O)C(C)C)cc1C (stereo unspecified)	25	7	-57
COc1ccc(N2CCC(CNC(=S)Nc3c(C)cccc3C)C2)cc1 (stereo unspecified)	-36	17	-146
CC(=O)Nc1ccc(NC(=O)CSc2ccc([N+](=O)[O-])cn2)cc1	2	-10	5
Cc1[nH]c2ccc(F)cc2c1CCN1C(=O)OC(C)(C)C1(C)O (stereo unspecified)	-31	30	-109
CC(Nc1c([N+](=O)[O-])c(=O)oc2ccccc12)c1ccccc1 (stereo unspecified)	1	15	-38
COc1ccc(Cc2nnc(Nc3ccc(Cl)cc3)[nH]c2=O)cc1	13	25	-30
COc1ccc(N(C)S(=O)(=O)c2cccc(C(=O)OCC(=O)NCc3ccccc3OC)c2)cc1	16	-4	-82
COCCN(Cc1cc2cc3c(cc2nc1Cl)OCO3)C(=O)c1cccc(C)c1	24	4	-53
Cc1cc2nc(Cl)c(Cl)nc2cc1C	4	-7	-9
Cc1c(-n2c(SCC(=O)O)nnc2-c2ccccc2Br)c(=O)n(-c2ccccc2)n1C	19	4	-9

Among those listed so far, these have a CF3 group.
SMILES	Pf gametocyte	Mcl1-Noxa inh	Mcl1 Bid PPI
O=C(CN1CCN(c2cccc(C(F)(F)F)c2)CC1)NCc1ccccc1	-1	/	/
C/C=C1\COC(C(=O)NCCCN2CCCC2=O)(C(F)(F)F)C=C1C=C(C)C (stereo unspecified)	6	/	/
